mHTT-CaM PPI inh: inhibitors of human mutant huntingtin-calmodulin interaction. P42858. AlphaScreen His-mHTT/GST-CaM binding, luminescence. inhibition, % at 15 µM. actives 3.6% (n = 190,000);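 note: 0% = both proteins with DMSO and 100% = one protein alone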
Pf apPOL block: Pf-apPOL DNA polymerase inhibition; Recombinant Pf-apPOL, molecular beacon fluorescence, 1.5 h; inhibition, % at 10 µM; AID 1794808; actives 0.25% (n = 210,000)
* = called active by the depositor; i = inactive; x = no result given; & = joins results of further samples. Cut-off read from the data, not from the text of the source: active = inhibition above about 50%; inactive = the rest.

Structure,mHTT-CaM PPI inh,Pf apPOL block
CCCCOc1ccc(CN=C(N)N=C(N)N)cc1,-4.0,-0.9
CCCN1CCN(C(=O)C2(c3ccc(NC(=O)C(C)C)cc3)CCCCC2)CC1,4.3,1.4
O=C1SC(Nc2ccccc2Br)C(=O)N1c1ccccc1 (stereo not drawn),21.0,-0.4
COc1cc(/C(C#N)=C/N2CCOCC2)c([N+](=O)[O-])cc1OC,8.7,-7.0
Cc1nnsc1C(=O)N1CCN(C(=O)C2CC2c2cccs2)CC1 (stereo not drawn),-11.0,-5.4
O=C(COc1ccccc1/C=C1\NC(=O)N(Cc2ccccc2F)C1=O)Nc1ccccc1,16.0,8.2
CCOc1ccc2c(c1)OC(=Cc1ccc(OCC(=O)OC)c(OC)c1)C2=O,1.4,-12.6
Cc1ccc(N2C(=O)NC3CC2(C)Oc2ccc(Cl)cc23)cc1 (stereo not drawn),21.0,1.8
O=C(Nc1c2c(nn1-c1ccc(Cl)cc1)CS(=O)(=O)C2)c1ccc([N+](=O)[O-])cc1,17.0,0.0
O=C1CCN(S(=O)(=O)c2ccccc2)CCN1CCOCc1ccc(Cl)cc1,15.2,-0.8
CC(C)n1c(=N)c(C(=O)NCCc2ccccc2)cc2c(=O)n3ccccc3nc21,-4.0,-7.3
O=C(OCc1cc(F)cc(F)c1)c1c(F)cccc1F,x,-0.1
COc1ccc(N2CCN(C(=O)C34CCC(C)(C(=O)C3)C4(C)C)CC2)cc1 (stereo not drawn),2.0,-3.9
Cc1cc(C)n2c(SCC(=O)c3ccccc3)nnc2n1,7.0,-2.4
Cc1c(C(=O)Nc2ccc(Br)cn2)cccc1[N+](=O)[O-],-5.9,7.9
COc1cc(CNC(=O)c2ccccc2SCc2ccccc2)cc(OC)c1OC,-6.2,-1.5
CCCc1ccc(S(=O)(=O)NCCC2CCN(C(=O)c3ccccc3)CC2)cc1,45.9,0.3
O=C(c1ccc(F)c(F)c1)N1CCC(CCOCc2cccc(F)c2)CC1,-10.9,-0.4
Cc1cc(Br)ccc1OCCCN1CCOCC1,-0.2,-4.4
CN1CCN(C(=O)c2ccnc(N3CCNC(c4ccccc4)C3)c2)CC1 (stereo not drawn),7.1,-1.1
O=[N+]([O-])c1cnc(Sc2ccc(C(F)(F)F)cn2)s1,x,-10.2
CCC(=O)N1CCc2sc(C(=O)NC3CCCCCC3)cc2C1,-1.5,3.6
Cc1nc(NCCNS(=O)(=O)c2cc(F)ccc2C)cc(N(C)C)n1,-4.7,0.0
CN(Cc1ccccc1)C(NC(=O)c1ccco1)C(Cl)(Cl)Cl (stereo not drawn),-14.0,-5.8
O=C(CN1C(=O)C(c2ccccc2)=NC12CCCCCC2)Nc1ccc2c(c1)OCCO2,22.9,-3.0
Ic1ccccc1C(N1CCOCC1)N1CCOCC1,-1.0,1.3
O=C(c1cnn2c(C(F)(F)F)cc(-c3ccco3)nc12)N1CCN(c2cccc(Cl)c2)CC1,7.0,-2.0
O=C(Cc1ccccc1[N+](=O)[O-])Nc1ccc2c(c1)OCO2,1.9,-1.0
COc1ccc(-n2nc(C(=O)NCC(=O)NCc3ccccc3)c3ccccc3c2=O)cc1Cl,98.0*,-6.1
CCCCCc1ccc(-c2cn(CC3CCCCC3)nn2)cc1,-1.1,-4.1

Complete entries, looked up by structure. Order of screens: mHTT-CaM PPI inh | Pf apPOL block
Entry for O=C(Nc1c2c(nn1-c1ccc(Cl)cc1)CS(=O)(=O)C2)c1ccc([N+](=O)[O-])cc1 → 17.0 | 0.0
Entry for O=C(c1ccc(F)c(F)c1)N1CCC(CCOCc2cccc(F)c2)CC1 → -10.9 | -0.4

The list continues:
Structure,mHTT-CaM PPI inh,Pf apPOL block
Cc1ccc(CNC(=O)c2ccc3c(c2)Sc2ncccc2C(=O)N3C)cc1,-4.9,-4.6
CC12CCC(C(=O)N3CCCC3)(OC1=O)C2(C)C (stereo not drawn),1.0,-13.8
O=C(Nc1ncccc1Cl)C1COc2ccccc2O1 (stereo not drawn),-5.8,-6.0
CCc1ccc(C(=O)N2CCc3c(c(-c4nc(-c5ccccc5F)no4)nn3C)C2)cc1,1.7,-3.7
NS(=O)(=O)c1ccc(CCNC(=O)CSc2nc3ccsc3c(=O)n2C2CC2)cc1,10.0,-4.3
Cc1ccc(NC(=O)c2cccc3c2C(=O)c2ccccc2-3)cc1,7.0,3.5
N=Cc1c(C(F)(F)F)[nH]n(-c2nc3ccccc3s2)c1=O,5.0,7.5
CCSc1nsc2nc(=O)c(C=C3C=C(OC)C(=O)C(OC)=C3)c(N)n12,14.0,0.8
CC(C)(C)[C@H]1CCC(=O)N(CCSc2ccc(Br)cc2)CC1,-14.1,-6.7
Cc1ccc(S(=O)(=O)N(C)C(=O)NC(=O)NC(C)(C)C)cc1,5.0,0.1
COCCn1cc2c3c(cccc31)CN(C(=O)c1ccc(F)cc1F)CC2,44.6,-3.1
COc1cccc(CC(=O)Nc2cnc(-c3cccnc3)nc2)c1,17.2,-6.5
CCC(=O)N1CCN(c2nc3c(s2)CC(C(=O)NCc2ccccc2OC)CC3)CC1 (stereo not drawn),14.6,-0.2
O=c1[nH]n(-c2ccccc2)c(=O)c(Cl)c1Cl,0.5,-0.7
CC(C)(CO)NCC(O)Cn1c2ccccc2c2ccccc21 (stereo not drawn),-0.8&-3.4,-4.7&18.1
CCC(C)N1CCN(C(=O)c2ccccc2F)CC1 (stereo not drawn),5.2,-3.6
CN(C)c1nc(-c2ccc(Cl)cc2)[nH]c(=O)n1,x,-9.8
COc1cccc(-n2nnnc2SCC(=O)Nc2ccccc2F)c1,-3.7,-0.3
CC1CCCCN1CCNC(=O)CN1N=C(c2ccc(Cl)cc2)CCC1=O (stereo not drawn),6.0,-17.0
CC1(C(=O)NC2CCCCCCC2)CCC(=O)N1Cc1ccccc1Cl (stereo not drawn),24.0,-15.9
Cc1ccc(C(=O)N2CCC(CCNS(=O)(=O)c3cccc(F)c3)CC2)cc1,29.4,15.2
CS(=O)(=O)N1CCC(C(=O)Nc2nnc(COc3ccccc3)o2)CC1,19.4,-5.6
O=[N+]([O-])c1ccc(N2CCCCCC2)c(S(=O)(=O)N2CCOCC2)c1,-3.0,-2.7
CCc1ccccc1S(=O)(=O)N1CCC(c2cc(N)on2)CC1,3.8,-0.6
CCN1CCCC1CNC(=O)c1sc2ncnc(N3CCN(c4ccccc4)CC3)c2c1C (stereo not drawn),37.0,-2.2
COc1ccccc1C(=O)NCc1nc2ccccc2n1Cc1ccccc1F,14.0,1.4
O=C(Nc1cccc(F)c1)c1ccccc1C(=O)c1ncc[nH]1,-4.0,-2.9
Cc1ccc(C(=O)NCC2COC3(CCCC3)O2)cc1[N+](=O)[O-] (stereo not drawn),15.5,3.3
N#CC[C@H](Cc1ccccc1)N1CCN(CCc2ccccc2)CCC1=O,16.9,-6.0
Cc1c(C)c2cc3c(-c4ccc(Cl)cc4)coc3cc2oc1=O,-1.0,90.9*

Molecules above containing a tert-butyl group, in the order listed:
Structure,mHTT-CaM PPI inh,Pf apPOL block
CC(C)(C)[C@H]1CCC(=O)N(CCSc2ccc(Br)cc2)CC1,-14.1,-6.7
Cc1ccc(S(=O)(=O)N(C)C(=O)NC(=O)NC(C)(C)C)cc1,5.0,0.1

Back to the main list, starting 6 compounds before the break.
Structure,mHTT-CaM PPI inh,Pf apPOL block
CCN1CCCC1CNC(=O)c1sc2ncnc(N3CCN(c4ccccc4)CC3)c2c1C (stereo not drawn),37.0,-2.2
COc1ccccc1C(=O)NCc1nc2ccccc2n1Cc1ccccc1F,14.0,1.4
O=C(Nc1cccc(F)c1)c1ccccc1C(=O)c1ncc[nH]1,-4.0,-2.9
Cc1ccc(C(=O)NCC2COC3(CCCC3)O2)cc1[N+](=O)[O-] (stereo not drawn),15.5,3.3
N#CC[C@H](Cc1ccccc1)N1CCN(CCc2ccccc2)CCC1=O,16.9,-6.0
Cc1c(C)c2cc3c(-c4ccc(Cl)cc4)coc3cc2oc1=O,-1.0,90.9*
CC(C)CC(NC(=O)Cc1ccsc1)C(=O)NNC(=O)c1ccccc1Cl (stereo not drawn),x,4.9
Cc1cccc(NC(=O)Cc2cccs2)n1,-7.2,-6.3
Cc1ccc(NC(=O)C2CC(=O)N(c3ccc(F)cc3)C2)c(C)c1 (stereo not drawn),-1.5,1.4
CCn1ccc(C(=O)N2CCC(Oc3cc(N4CCCC4)ncn3)C2)n1 (stereo not drawn),0.1,-5.0
Cc1ccc(-n2c(=O)c3sccc3n(CC(=O)NCCC3=CCCCC3)c2=O)cc1,-1.0,-4.0
CC(C)c1ccc(CNC(=O)C2(c3ccc(NC(=O)C4CC4)cc3)CCC2)cc1,-11.1,-0.1
CCCNC(=O)c1ccc2c(c1)nc1n2CCCC1,4.5,-6.7
Cc1nnc(NC(=O)CSc2nnnn2-c2ccc(Cl)cc2)s1,-1.4,-1.3
CCC1CN(C(=O)Nc2ccc3c(c2)OCCO3)c2ccccc2O1 (stereo not drawn),-3.3,-4.4
CC(C)C12C=CC(C)(CC1)C1C(=O)N(C)C(=O)C12 (stereo not drawn),-6.2,-8.5
NC1=NC(=O)CC(C(=O)Nc2cc(Cl)cc(Cl)c2)S1 (stereo not drawn),-2.0,-8.9
Cc1ccccc1CS(=O)(=O)CCC(=O)NCCc1ccc(Cl)cc1,2.0,-10.6
COCCn1c(CC2CCN(C(=O)c3cccc(Cl)c3)C2)nc2cccnc21 (stereo not drawn),2.5,2.8
COc1cccc(CN2CCSCC2)c1,4.4,-2.7
CC1=CCC2C(=O)N(c3cccc([N+](=O)[O-])c3)C(=O)C2C1 (stereo not drawn),-1.6,23.4
CCCn1c(=O)c(-c2ccc(C(=O)NCCN3CCCCC3)cc2)nc2ccccc21,4.0,-0.8
O=C(CCn1ccc(=O)[nH]c1=O)Nc1ccc2c(c1)N(C(=O)c1ccccc1)CCC2,-13.4,-4.8
Cc1cc(C)cc(C(=O)N2CCC(c3nc(CCNC(=O)C(C)C)cs3)CC2)c1,9.0,-4.8
C=CCSc1nnc2c(n1)OC(c1ccc(O)c(OCC)c1)Nc1ccccc1-2 (stereo not drawn),4.0,-7.9
O=C(NCc1ccco1)O[C@H]1CCC12CCC(c1ccccc1)CC2 (stereo partly drawn),0.5,-4.5
CCCC(=O)N1CCc2c(c(-c3nnc(SC)n3C)nn2C)C1,1.3,0.5
O=C1CC(Nc2ccccc2)C(=O)N1c1ccccc1Cl (stereo not drawn),-4.5,-4.7
O=C(CCN1CCCCCC1)Nc1ccc2c(c1)CCC2,3.7,-4.4
Cc1ccc(NC(=O)Cn2cnc3c(-c4ccccc4)csc3c2=O)cc1F,-10.3,1.0
Cc1cccc(NC(=O)c2ccc(F)c(S(=O)(=O)N(C)C3CCCCC3)c2)c1,-12.0,-6.2
COc1ccccc1CNS(=O)(=O)c1ccc(F)c(C(=O)Nc2ccc(C)c(F)c2)c1,-1.0,-2.0
O=C(COc1ccc(Br)cc1)Nc1ccc(S(=O)(=O)Nc2ccc(F)cc2)cc1,4.6,-5.6
COc1ccc(C(=O)NCc2ccccc2OC)c(OC)c1,0.1,-4.2
Cc1ccc(C2=N/C(=C\c3cccc(C)c3)C(=O)O2)cc1,-1.0,-2.0
COC(CNC(=O)c1ccc(N2CCC3(CC2)OCCO3)c([N+](=O)[O-])c1)OC,4.0,-3.8
NC1(CN2CCCCC2)CCCCC1,-6.2,x
COc1cc(/C=N/n2nnnc2N)cc(Cl)c1OC,i,x
Cc1ccc(S(=O)(=O)N2CCC(CN3CCCCCC3)CC2)cc1Cl,6.0,-3.2
CCc1ccc(C2CC(c3cc(OC)ccc3OC)n3ncnc3N2)cc1 (stereo not drawn),51.0*,-6.7
Cc1ccccc1CNC(=O)C1COc2ccc(NC(=O)C(C)(C)C)cc2C1 (stereo not drawn),1.2,-0.9
Cc1ccc(S(=O)(=O)N2CCSC2c2ccc([N+](=O)[O-])cc2)c(C)c1 (stereo not drawn),17.0,-1.3
O=C(CCS(=O)(=O)Cc1cccc(Cl)c1)NCCN1CCOCC1,-6.0,-14.6
O=C(c1cccnc1)N1CCCC1c1nc(-c2cccc(C(F)(F)F)c2)no1 (stereo not drawn),27.6,-1.6
O=S(=O)(c1ccc2ccccc2c1)N1CCc2cc(Br)ccc21,-52.2,x
Cc1ccc(NS(=O)(=O)c2c(C)n[nH]c2C)c(C)c1,-1.0,-14.3
CC(=O)N1CCc2cc(Br)cc(S(=O)(=O)N(C)c3cccc(C)c3)c21,23.0,-4.9
COc1ccc(/C=C2/C(=O)N(c3ccc(Br)cc3)N=C2C)cc1OC,2.0,-6.3
COc1cccc(/C=C2\SC(=N)N(c3ccc4c(c3)OCO4)C2=O)c1OC,3.0,4.5
O=C(NCCSCc1ccccc1Cl)c1cccs1,x,-2.6
COc1ccc2c(C)cc(=O)[nH]c2c1,-5.6,9.6
CN(CC(=O)Nc1cccc(F)c1)S(=O)(=O)c1ccc(Cl)cc1,-3.1,1.6
CC1(C(=O)N2CCCc3ccccc32)Cc2ccccc2C(=O)O1 (stereo not drawn),-6.0,-5.3
N#C/C(=C\c1ccc(F)cc1)c1nc(-c2cc3ccccc3oc2=O)cs1,-8.0,-8.4
O=C1C(=O)N(CNc2ccccn2)c2ccccc21,6.0,8.5
COC(=O)c1sccc1Oc1nccc(C(F)(F)F)n1,x,-0.7
COc1ccc(CN2CC[C@H]3C=CC[C@@H](C(=O)Nc4nccs4)[C@H]3C2=O)cc1OC,4.5,0.2
COc1cccc(C(=O)Nc2ccc(N3CCCCC3=O)c(C)c2)c1,-11.2,-11.6
